Source: PubChem (Broad Institute)
CASP6 VEID inh – blocks human caspase-6 cleavage activity. P55212. purified caspase-6, Z-VEID-R110 cleavage fluorescence. inhibition, % at 12.5 µM. hit rate 0.53% among 350,000;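 active = mean inhibition across replicates at least about 35%, with every replicate also reaching that limit, limit read from the data; inconclusive = only one of the two criteria met; inactive = neither criterion met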;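 also: 0% = median of neutral control wells and 100% = no fluorescence left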
Target sequence (P55212 24-179 limits assumed): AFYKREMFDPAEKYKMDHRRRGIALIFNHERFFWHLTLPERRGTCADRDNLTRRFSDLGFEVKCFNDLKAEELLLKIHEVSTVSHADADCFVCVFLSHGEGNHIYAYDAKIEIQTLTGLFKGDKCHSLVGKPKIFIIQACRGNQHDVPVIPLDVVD
Target sequence (P55212 194-293 limits assumed): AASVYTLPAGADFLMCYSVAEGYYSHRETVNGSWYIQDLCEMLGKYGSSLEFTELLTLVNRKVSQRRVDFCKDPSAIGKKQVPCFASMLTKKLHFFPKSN
ERAP1 HTS inh – blocks human ERAP1 aminopeptidase activity; AID 652197; hit rate 0.15% among 340,000; recombinant ERAP1, Leu-AMC fluorescence, 60 min; inhibition, % at 10.7 µM; Q9NZ08;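 active = mean replicate inhibition of at least 30%, or all replicates individually reaching that 30% level; inactive = mean below 30% and not every replicate reaching it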;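 also: 0% = neutral control wells and 100% = L-leucinethiol positive control wells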
ERp5 inh – blocks human ERp5 reductase activity on insulin; AID 651711; Q15084; inhibition, % at 9.99 µM; hit rate 0.05% among 350,000; ERp5 insulin aggregation, absorbance 650 nm, 90 min;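 active = mean replicate inhibition above about 25%, with every replicate also reaching it, limit read from the data, passing the limit was not always enough; inconclusive = only one of those two criteria met; inactive = neither criterion met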
Target sequence (Q15084 whole entry, looked up): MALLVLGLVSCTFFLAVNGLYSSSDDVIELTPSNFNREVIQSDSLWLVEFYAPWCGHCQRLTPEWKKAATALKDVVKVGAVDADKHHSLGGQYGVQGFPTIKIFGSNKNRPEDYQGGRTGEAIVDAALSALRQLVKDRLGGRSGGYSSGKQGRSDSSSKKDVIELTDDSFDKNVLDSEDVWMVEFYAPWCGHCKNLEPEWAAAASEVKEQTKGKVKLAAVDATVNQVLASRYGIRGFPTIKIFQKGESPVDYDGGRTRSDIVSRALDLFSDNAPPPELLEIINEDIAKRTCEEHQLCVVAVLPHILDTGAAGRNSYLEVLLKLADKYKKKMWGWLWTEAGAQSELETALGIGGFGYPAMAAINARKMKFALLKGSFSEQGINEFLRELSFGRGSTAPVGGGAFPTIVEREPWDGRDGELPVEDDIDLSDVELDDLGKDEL
CFTR F508del cor – CFTR F508del correction in bronchial cells. CFBE cells, YFP halide quenching; stimulated with forskolin plus potentiator P3; % fluorescence drop versus neutral controls. activity (quench increase), % at 7.58 µM. hit rate 0.36% among 350,000. AID 720511;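 active = mean added fluorescence quench of at least 8% versus neutral control, with both replicates also reaching 8%; inconclusive = only one of the mean or replicate conditions met; inactive = mean below 8% and not both replicates reaching 8%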;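 also: cells transiently co-express mutant CFTR-F508del with the halide-sensitive YFP; corrector assay measuring rescue of mutant channel to the surface after 24 h compound exposure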
SIRT5 block – sirtuin-5 (human) deacylase inhibition. Purified SirT5, succinyl-peptide AMC, trypsin-coupled fluorescence. inhibition, % at 15 µM. hit rate 1.1% among 330,000. AID 652115; in the data active = inhibition above about 15%; inconclusive = no clear call, values can overlap the other calls
Target sequence (Q9NXA8 whole entry, looked up): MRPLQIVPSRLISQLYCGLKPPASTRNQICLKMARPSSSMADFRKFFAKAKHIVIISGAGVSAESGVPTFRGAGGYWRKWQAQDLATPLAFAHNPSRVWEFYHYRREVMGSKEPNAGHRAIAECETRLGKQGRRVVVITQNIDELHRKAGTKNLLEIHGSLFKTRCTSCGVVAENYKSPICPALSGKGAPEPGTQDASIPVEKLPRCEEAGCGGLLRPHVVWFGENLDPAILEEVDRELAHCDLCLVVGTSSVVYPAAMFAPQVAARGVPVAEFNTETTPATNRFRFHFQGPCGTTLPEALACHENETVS
miR122 inh – miR-122 inhibition in Huh7 cells. activation (reporter increase), % at 12.5 µM. hit rate 0.3% among 340,000. Huh7 miR-122 Renilla luciferase sensor, 48 h; neutral wells = 0, positive control = 100;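 active = mean replicate activation score at least 90 and every replicate individually at or above 90; inconclusive = only one of the two criteria met; inactive = neither criterion met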;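 also: higher luciferase means less miR-122 activity so hits act as miR-122 inhibitors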
DENV2 CPE rescue – inhibitors of DENV2 cytopathic effect; AID 651640; hit rate 1.7% among 350,000; CPE inhibition, % at 9.99 µM; DENV2-infected cells, cytopathic effect rescue, plate reader; in the data active = CPE inhibition above about 20%, passing the limit was not always enough; inconclusive = no clear call, values can overlap the other calls; tested in BHK-21 cells;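 also: 0% = median of neutral control wells and 100% = median of positive control wells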
* marks the source's active call; other numbers are inactive results; ? = inconclusive; nt = not tested or not shown; & = joins results of further samples; [ ] = remark or other dose.

SMILES	CASP6 VEID inh	ERAP1 HTS inh	ERp5 inh	CFTR F508del cor	SIRT5 block	miR122 inh	DENV2 CPE rescue
O=C(Nc1ccccc1)N1CCN(Cc2ccc(Cl)cc2)CC1	0.8	2.7	-0.4	-0.7	0.1	nt	-4.9
c1ccc(-c2nc3ccccc3n2C(c2ccccc2)c2nc3ccccc3[nH]2)cc1 (configuration not stated)	1.3	nt	-1.6	-1.9	-0.9	nt	3.1
COc1ccc(S(=O)(=O)N2CCCC(C(=O)NCCCn3ccnc3)C2)cc1OC (configuration not stated)	nt	0.1	2.2	0.8	-3.7	nt	12.6
Cc1ccccc1S(=O)(=O)N1CC(=O)N2[C@@H](CO)[C@H](c3ccc(C#CC4CC4)cc3)[C@@H]2C1	-1.8	1.4	8.0	-0.6	1.0	nt	?
COc1ccc(C)cc1NC(=O)COC(=O)c1c(-c2ccccc2)noc1C	-1.8	-2.5	9.2	1.4	nt	-4.9	11.5
Cc1noc(C)c1NC(=O)Nc1ccc2c(c1)C(=O)N([C@@H](C)CO)C[C@H](C)[C@@H](CN(C)Cc1ccc(C(F)(F)F)cc1)OCCCC[C@H](C)O2	5.1	5.5	4.5	1.2	3.7	8.1[16.7 µM]	-8.3
COC(=O)Nc1ccc(S(=O)(=O)NCCCCCC(=O)O)cc1	2.8	-2.3	2.6	2.2	-2.4	-5.8	1.8
O=S(=O)(NN=C1CCCCC1)c1ccccc1	-2.1	-0.8	1.7	1.5	-2.7	-1.8	1.8
COc1ccc(C)cc1NC(=O)CCNS(=O)(=O)c1ccc2c(c1)CC(C)N2C(C)=O (configuration not stated)	1.8	-0.6	1.5	-0.6	-1.2	5.8	?
COc1ccc(S(=O)(=O)Nc2ccc3c(c2)C(=O)N([C@H](C)CO)C[C@@H](C)[C@H](CN(C)S(=O)(=O)c2ccc(C)cc2)O3)cc1	1.5	-0.4	1.2	0.8	2.6	0.1[16.7 µM]	4.6
Cc1nc(SCC(=O)NCC2CCCO2)c2c(C)c(C)sc2n1 (configuration not stated)	4.3	-2.3	-8.7	0.7	7.5	-12.8	1.5
CCCC(=O)Nc1ccc2c(c1)C(=O)N(C)[C@H]1CC[C@H](CC(=O)O)O[C@H]1CO2	-0.7	0.4	2.4	1.3	3.3	6.0[16.7 µM]	3.1
Cc1cccc(S(=O)(=O)N2C[C@H](O)COC[C@@H]3O[C@H](CC(=O)NCCCN4CCOCC4)CC[C@H]32)c1	-1.8	-0.8	1.4	-1.2	5.7	-1.7[16.7 µM]	-6.6
CSc1ccc(C2c3[nH]c4ccccc4c3CCN2C(=O)c2ccnn2C)cc1 (configuration not stated)	2.7	-3.2	2.4	0.6	-7.9	nt	-6.5
COCC(=O)Nc1ccc2c(c1)[C@H]1C[C@H](CC(=O)N3CCN(C)CC3)O[C@H](CO)[C@H]1O2	nt	nt	nt	2.0	nt	-2.8[16.7 µM]	-6.0
Cc1noc(C)c1S(=O)(=O)N(C)C[C@H]1Oc2c(NC(=O)c3nc4ccccc4s3)cccc2C(=O)N([C@@H](C)CO)C[C@H]1C	0.2	-0.2	-0.4	-1.0	0.3	1.4[16.7 µM]	1.7
c1ccc(Cn2nnc3c(NCCN4CCOCC4)ncnc32)cc1	-4.1	-1.4	1.8	-3.3	-1.3	3.6	nt
COc1ccc(-c2cn(Cc3cccc(OC)c3)nn2)cc1	-4.8	-2.0	-0.5	-3.2	2.4	9.7	nt
COc1ccccc1C(=O)N(NC(=O)Oc1ccccc1)C(C)(C)C	-3.2	-1.1	-2.6	-1.0	4.3	nt	-3.9
Cn1cnc(S(=O)(=O)N2C[C@@H]3N[C@H](C2)C3c2ccc(/C=C/c3ccccc3)cc2)c1 (some centres not stated)	-0.7&-2.6	1.4&2.3	2.5&3.7	0.2&1.0	6.7&0.4	nt	-3.0&1.2
CCC(C(=O)Nc1ccc2c(c1)OCCO2)n1nnc2ccccc2c1=O (configuration not stated)	1.8	-0.7	-3.0	-0.2	-1.8	-3.0	-1.6
CCOC(=O)C1CCN(Cc2cccc(Oc3ccccc3)c2)CC1	1.9	4.3	-0.2	1.0	-2.2	-15.9	3.2
O=C(CSCc1c[nH]c(=O)[nH]c1=O)OCC(=O)c1ccc(Br)cc1	0.6	-2.9	-0.5	-1.0	0.4	3.9	-3.2
Cc1cc(C)nc(N2CCN(S(=O)(=O)c3ccc(F)cc3)CC2)n1	37.7*	0.2	0.6	nt	1.8	-3.2	-4.1
O=C(C[C@@H]1C=C[C@@H](NC(=O)C2CCC2)[C@H](CO)O1)NC1CCCCC1	-0.4	0.8	0.5	-0.8	-0.6	nt	-1.5
CCOc1ccc2ccccc2c1/C=N/NC(=O)CNC(=O)Cc1ccccc1	2.1	10.2	8.6	0.8	-2.7	nt	-5.7
Cc1[nH]nc(C(=O)NN=Cc2ccccc2Cl)c1N=NN(C)C	-1.7	1.2	-3.8	-0.9	-0.3	5.1	2.0
C[C@@H]1CN([C@@H](C)CO)C(=O)c2cc(NC(=O)Cc3cn(C)c4ccccc34)ccc2O[C@H]1CN(C)C(=O)Nc1cccc2ccccc12	0.9	5.3	6.6	-5.2	-8.0	-1.0[16.7 µM]	6.9
Cc1nc(-c2cc(-c3nc(-c4ccc(C(C)(C)C)cc4)no3)no2)cs1	0.8	-0.8	-1.2	0.3	0.6	nt	-0.4
CCc1nnc(NC(=O)NC(C)(C)C)s1	-1.0	-3.3	3.1	nt	2.4	nt	nt
OC(CCCN1CCCCC1)(c1ccccc1)c1ccccc1	0.7	-6.5	4.9	-17.8	-5.6	-4.6	0.2
CCS(=O)(=O)N1CCC2(CC1)CN[C@H](CO)c1c2c2ccc(OC)cc2n1C	nt	nt	-0.5	0.4	0.4	nt	-6.6
O=C(Nc1ccccc1C(=O)Nc1nnc(C(F)(F)F)s1)c1ccccc1Cl	3.2	5.9	5.1	6.5	1.2	nt	-14.3
O=C(NCCCN1CCCC1)[C@H](CSCc1ccccc1)N1Cc2ccccc2C1=O	1.3	-1.8	5.4	2.6	nt	nt	15.2
COc1ccc(NS(=O)(=O)c2cccc(C(=O)NCC(c3ccco3)N3CCCC3)c2)cc1 (configuration not stated)	-144.5	-0.6	0.6	2.8	0.0	-4.1	4.9
O=C(COc1ccc(F)cc1Br)NCC1(N2CCCCC2)CCCCC1	-1.8	1.7	8.0	1.2	nt	-1.3	-0.3
CC(=O)Nc1ccc([N+](=O)[O-])c(CS(=O)(=O)c2ccc(C)cc2)c1[N+](=O)[O-]	-2.1	-0.1	0.1	0.9	-1.5	36.7	0.6
O=C(C[C@@H]1CC[C@@H]2[C@H](COC[C@@H](O)CN2C(=O)c2ccncc2)O1)NCc1cccc(F)c1	-1.2	2.7	-0.4	-2.4	1.2	6.2[16.7 µM]	-4.6
COCCNC(=O)C(c1ccc(Cl)cc1)N(Cc1ccco1)C(=O)CCC(=O)Nc1ccccn1 (configuration not stated)	-2.6	0.8	1.3	-0.9	-4.5	-2.0	13.9
C[C@@H]1CN([C@H](C)CO)C(=O)c2cc(NC(=O)Nc3ccccc3)ccc2O[C@@H]1CN(C)C(=O)Nc1ccc(C(F)(F)F)cc1	-0.4	3.3	-5.1	0.6	4.2	-10.0[16.7 µM]	-1.1

Quoted from the listing:
Under CFTR F508del cor, `O=C(C[C@@H]1C=C[C@@H](NC(=O)C2CCC2)[C@H](CO)O1)NC1CCCCC1` shows -0.8
Under miR122 inh, `O=C(C[C@@H]1CC[C@@H]2[C@H](COC[C@@H](O)CN2C(=O)c2ccncc2)O1)NCc1cccc(F)c1` shows 6.2[16.7 µM]
Under ERp5 inh, `CCc1nnc(NC(=O)NC(C)(C)C)s1` shows 3.1
Under miR122 inh, `COc1ccc(C)cc1NC(=O)CCNS(=O)(=O)c1ccc2c(c1)CC(C)N2C(C)=O` (configuration not stated) shows 5.8
Under ERp5 inh, `Cc1nc(-c2cc(-c3nc(-c4ccc(C(C)(C)C)cc4)no3)no2)cs1` shows -1.2
Under DENV2 CPE rescue, `Cc1nc(SCC(=O)NCC2CCCO2)c2c(C)c(C)sc2n1` (configuration not stated) shows 1.5

Some of these compounds in order of formula weight, descending.
SMILES	CASP6 VEID inh	ERAP1 HTS inh	ERp5 inh	CFTR F508del cor	SIRT5 block	miR122 inh	DENV2 CPE rescue
O=C(NCCCN1CCCC1)[C@H](CSCc1ccccc1)N1Cc2ccccc2C1=O	1.3	-1.8	5.4	2.6	nt	nt	15.2
CCC(C(=O)Nc1ccc2c(c1)OCCO2)n1nnc2ccccc2c1=O (configuration not stated)	1.8	-0.7	-3.0	-0.2	-1.8	-3.0	-1.6
OC(CCCN1CCCCC1)(c1ccccc1)c1ccccc1	0.7	-6.5	4.9	-17.8	-5.6	-4.6	0.2

(continued)
SMILES	CASP6 VEID inh	ERAP1 HTS inh	ERp5 inh	CFTR F508del cor	SIRT5 block	miR122 inh	DENV2 CPE rescue
C[C@@H]1CCCCO[C@@H](CN(C)C(=O)CCCN(C)C)[C@@H](C)CN([C@@H](C)CO)C(=O)c2cc(NC(=O)CCCN(C)C)ccc2O1	3.8	0.8	-3.4	2.5	-1.8	1.3[16.7 µM]	-1.5
CCn1cc(C(=O)N2CCCC(CO)(Cc3ccccc3C)C2)cn1 (configuration not stated)	0.8	-3.0	nt	1.6	-19.7	3.4	7.3
Cc1ccc(S(=O)(=O)N2CCN(C(=O)COC(=O)c3ccccc3OC(F)F)CC2)c(C)c1	3.4	-1.6	-4.9	0.8	-3.6	-10.7	3.0
O=C(O)c1cn(-c2ccccc2)nc1-c1ccc(Cl)cc1	1.0	2.5	2.1	nt	0.7	2.6	nt
Cc1ccc(C2(C)NC(=O)N(CC(=O)NCc3cccc(Cl)c3)C2=O)cc1 (configuration not stated)	-1.1	-0.2	1.2	-1.0	-2.6	1.4	8.1
CCC1(O)CCCC2C3CCC4CC(=O)CCC4(C)C3C(=O)CC21C (configuration not stated)	-0.7	3.1	1.1	2.0	-2.6	8.7	-2.9
COc1ccc(C(C)(NC(C)=O)c2nc(-c3ccc(F)c(Cl)c3)cs2)cc1 (configuration not stated)	1.0	-0.6	5.2	2.9	-4.6	-2.3	-2.5
O=C(Cc1ccncc1)N[C@H]1CC[C@@H](CCn2cc(-c3ccccc3F)nn2)O[C@@H]1CO	2.1	2.0	4.4	-0.1	-0.9	10.7[16.7 µM]	-2.4
CCOc1ccc(-n2nnnc2SCC(=O)NNC(=O)c2ccco2)cc1	-1.5	-4.3	-2.1	1.3	-1.9	nt	-1.8
COc1cccc(NC(=O)N2CC(=O)N3[C@H](C2)[C@@H](c2ccc(C#CCC4CCCC4)cc2)[C@@H]3CO)c1	-1.6	-1.4	-3.4	2.0	21.5*	nt	-6.9
C[C@H]1CCCCO[C@H](CN(C)C(=O)Nc2cccc3ccccc23)[C@@H](C)CN([C@@H](C)CO)C(=O)c2cc(NS(=O)(=O)c3ccc(F)cc3)ccc2O1	0.5	-5.0	1.0	-3.0	17.1*	-2.2[16.7 µM]	26.1*
COc1ccc2[nH]c(=O)c(CN(C(C)=O)C3CCCCC3)cc2c1	3.3	1.0	-2.7	-5.1	-1.2	-0.9	-7.5
COCC(=O)N1CCCCN2[C@H](C1)[C@@H](c1ccc(C#Cc3cccnc3)cc1)[C@@H]2CO	-1.7	-1.2	1.9	-2.7	-12.8	0.7[16.7 µM]	23.5*
COc1ccccc1NC(=O)c1ccc2c(O)c(S(=O)(=O)c3ccccc3)c(=O)[nH]c2c1	-0.5	-1.8	-1.2	1.6	-1.7	3.4	-2.4
Cc1ccc(C(=O)N[C@@H](Cc2ccccc2)C(=O)N2CCC3(CC2)NCCc2[nH]cnc23)cc1C	-3.5	-1.0	-6.6	1.2	1.9	nt	1.0
C[C@H](CO)N1C[C@H](C)[C@H](CN(C)S(=O)(=O)c2ccc(C#N)cc2)Oc2ncc(C#CC(C)(C)O)cc2C1=O	-3.0	-5.8	0.5	-0.4	1.9	0.0[16.7 µM]	6.8
